MEKK2 WT-MEK5: raises or lowers MEK5 binding to wildtype human MEKK2 PB1 domain; binding response (% of control), % at 10 µM; bead flow cytometry, Alexa488-MEK5 binding to MEKK2 WT; actives lie on both sides; hit rate 1.1% among 290,000; in the data active = binding response below about 67% or above about 130%
M18AAP inhibitor: blocks P. falciparum M18 aspartyl aminopeptidase; recombinant PfM18AAP, H-Glu-NHMec fluorogenic cleavage; inhibition, % at 7.35 µM; hit rate 1.2% among 290,000; AID 1822;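 active = inhibition above the campaign mean inhibition over all tested compounds plus 3 SD, cut at about 28% in these data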;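 also: 0% = plate median of test compound wells and 100% = 2 mM ZnCl2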
SUMO HTRF inh: inhibitors of human SUMOylation (UBC9) | hit rate 0.36% among 290,000 | HTRF SUMOylation assay, SAE1/SAE2 + UBC9, in vitro | inhibition, % at 35 µM | AID 2006 | P63279; in the data active = inhibition above about 50%, passing the limit was not always enough; also: strong numbers were not always called active
Target sequence (P63279 whole entry, looked up): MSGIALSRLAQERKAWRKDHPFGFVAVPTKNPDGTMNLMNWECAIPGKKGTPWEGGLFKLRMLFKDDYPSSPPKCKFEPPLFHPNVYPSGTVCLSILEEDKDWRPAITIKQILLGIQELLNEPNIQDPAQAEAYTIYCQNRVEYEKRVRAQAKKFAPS
VIM-2 inh: blocks Pseudomonas aeruginosa VIM-2 metallo-beta-lactamase; purified VIM-2, nitrocefin hydrolysis, epi-absorbance fluorescence; inhibition, % at 5.6 µM; hit rate 0.89% among 290,000; AID 1527;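 active = inhibition above the mean of all tested compounds plus 3 SD, cutoff set per screening run, cut at about 7.5% in these data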;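 also: red hydrolysis product quenches plate fluorescence so inhibitors raise well fluorescence; 0% = enzyme with DMSO and 100% = DMSO without enzyme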
HCV NS3 hel inh: HCV NS3 helicase inhibition; inhibition, % at 10.9 µM; hit rate 0.56% among 290,000; NS3 helicase DNA unwinding, Cy5 molecular beacon fluorescence;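 active = inhibition above the mean of all tested compounds plus 3 SD, set per campaign, cut at about 35% in these data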;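 also: 0% = DMSO wells and 100% = thioflavine S control wells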
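Material: hepatitis C virus NS3 helicase domain fragment enzyme; measured by: Cy5 fluorescence, 0 and 60 min reads; control set: DMSO and thioflavine S; incubation: 60 min unwinding reaction at 25 °C after ATP addition; read-out basis: % inhibition from 60/0 min fluorescence ratio, DMSO 0%, thioflavine S 100%; repeats: singlicate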
FID counter: fluorescent intercalator displacement, NS3 helicase counter-screen; DNA fluorescent intercalator displacement, fluorescence; inhibition, % at 7.9 µM; hit rate 0.17% among 290,000; AID 1845; in the data active = inhibition above about 37%;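 also: 0% = vehicle and 100% = reference compound; higher means more ethidium bromide displaced from hairpin DNA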
IMP-1 inhibitor: inhibitors of Pseudomonas aeruginosa IMP-1 metallo-beta-lactamase; inhibition, % at 5.6 µM; purified IMP-1, nitrocefin hydrolysis, epi-absorbance fluorescence; hit rate 0.45% among 290,000;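 active = inhibition above the mean plus 3 SD of all compounds in the same screening run, cut at about 4.5% in these data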;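 also: 0% = IMP-1 with DMSO and 100% = DMSO wells lacking enzyme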
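Assay system: purified recombinant IMP-1 beta-lactamase. Input: IMP-1 0.2 nM before substrate addition. Buffer or medium: Zinc- and detergent-supplemented HEPES buffer, pH 7.1. Schedule: 25 °C, 15 min preincubation, 25 min reaction. Signal: Epi-absorbance fluorescence, 480 nm excitation, 530 nm emission. Evaluation: percent inhibition from optical density relative to buffer-blank wells.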
NALP1 yeast inh: NALP1 inhibition. S. cerevisiae NALP1/ASC/caspase-1 growth, X-gal OD620, 72 h. inhibition, % at 10 µM. hit rate 0.61% among 280,000. AID 2071; in the data active = inhibition mostly above about 24%, no sharp cut-off; inactive = mostly below about 32%; also: some compounds called inactive have numbers as strong as hits
MEKK2mut PB1 HTS: signal of MEK5 binding to mutant human MEKK2 PB1 domain. bead flow cytometry, Alexa488-MEK5 binding to MEKK2 mutant. percent response, % at 10 µM. hit rate 0.35% among 290,000; in the data active = percent response above about 24%, passing the limit was not always enough; also: inactives centre near 1; some results filed as inactive read as strong as hits
* hit, by the source's call.

`CCCS(=O)(=O)Nc1c(OC)ccc2c1c(C(=O)OCC)c(C)n2C` gave MEKK2 WT-MEK5 117.0, M18AAP inhibitor -13.2, SUMO HTRF inh 9.2, VIM-2 inh -1.3, HCV NS3 hel inh 11.5, FID counter -8.9, IMP-1 inhibitor -3.9, NALP1 yeast inh 25.7 and MEKK2mut PB1 HTS 11.0.
`COC(=O)C(C)Oc1ccc(-c2nccc(-c3cccs3)n2)cc1` (stereo not drawn) gave MEKK2 WT-MEK5 95.0, M18AAP inhibitor 3.9, SUMO HTRF inh 3.0, VIM-2 inh -1.5, HCV NS3 hel inh -6.1, FID counter -18.3, IMP-1 inhibitor -2.1, NALP1 yeast inh 21.1 and MEKK2mut PB1 HTS 15.0.
For O=C(OCc1ccc([N+](=O)[O-])cc1)c1ccc(N2CCCC2)c([N+](=O)[O-])c1 the results were MEKK2 WT-MEK5 99.0, M18AAP inhibitor -3.3, SUMO HTRF inh -5.4, VIM-2 inh -3.5, HCV NS3 hel inh 9.7, FID counter 0.4, IMP-1 inhibitor -1.7, NALP1 yeast inh 15.5 and MEKK2mut PB1 HTS 17.0.
`CC(C)n1nc(C(=O)Oc2cccc(Cl)c2Cl)c2ccccc2c1=O` gave MEKK2 WT-MEK5 108.0, M18AAP inhibitor 2.8, SUMO HTRF inh 3.8, VIM-2 inh -1.5, HCV NS3 hel inh 7.2, FID counter -1.6, IMP-1 inhibitor -1.8, NALP1 yeast inh 9.6 and MEKK2mut PB1 HTS 8.0.
`O=C(NC1CC1)C1CCN(c2ccc(S(=O)(=O)N3CCOCC3)cc2)CC1` gave MEKK2 WT-MEK5 104.0, M18AAP inhibitor -3.1, SUMO HTRF inh 18.6, VIM-2 inh -2.0, HCV NS3 hel inh -5.5, FID counter -0.7, IMP-1 inhibitor -3.8, NALP1 yeast inh 3.7 and MEKK2mut PB1 HTS 5.0.
`CCCCn1c(N)c(N(CC)C(=O)c2cccc(F)c2)c(=O)[nH]c1=O` gave MEKK2 WT-MEK5 104.0, M18AAP inhibitor -0.7, SUMO HTRF inh 3.9, VIM-2 inh 1.4, HCV NS3 hel inh 7.0, FID counter -8.4, IMP-1 inhibitor -0.3, NALP1 yeast inh 33.3 and MEKK2mut PB1 HTS -3.0.
Screening CCCCC(CC)CNC(=O)CCS(=O)(=O)c1cccc2nonc12 (stereo not drawn) returned M18AAP inhibitor -2.1, SUMO HTRF inh 9.3, VIM-2 inh -1.0, HCV NS3 hel inh -2.2, FID counter -5.2, IMP-1 inhibitor -2.3 and NALP1 yeast inh 18.3.
Screening CCCCNC(=O)c1nn2c(C(F)(F)F)cc(-c3ccccc3)nc2c1Br returned MEKK2 WT-MEK5 100.0, M18AAP inhibitor -0.5, SUMO HTRF inh 3.9, VIM-2 inh 2.8, HCV NS3 hel inh -5.4, FID counter -22.3, IMP-1 inhibitor 0.8, NALP1 yeast inh 16.6 and MEKK2mut PB1 HTS 0.0.
CC(=O)c1cc(CN2CCN(CCc3ccccc3)C(CCO)C2)cs1 (stereo not drawn) was read as MEKK2 WT-MEK5 95.0, M18AAP inhibitor 1.1, SUMO HTRF inh 10.7, VIM-2 inh -0.7, HCV NS3 hel inh -0.9, FID counter 10.6, IMP-1 inhibitor -2.7, NALP1 yeast inh 9.7 and MEKK2mut PB1 HTS -10.0.
For CCOC(=O)/C=C1\SCC(=O)N1CC(=O)N1CCOCC1 the results were MEKK2 WT-MEK5 104.0, M18AAP inhibitor -1.0, SUMO HTRF inh -5.3, VIM-2 inh -0.4, HCV NS3 hel inh -24.4, FID counter 3.5, IMP-1 inhibitor -1.2, NALP1 yeast inh 3.6 and MEKK2mut PB1 HTS -1.0.
Screening CCOc1ccc2[nH]c(C)c(CN3CCOCC3)c(=O)c2c1 returned MEKK2 WT-MEK5 93.0, M18AAP inhibitor -4.5, SUMO HTRF inh 8.4, VIM-2 inh -1.6, HCV NS3 hel inh 12.7, FID counter 6.2, IMP-1 inhibitor 0.2, NALP1 yeast inh -13.6 and MEKK2mut PB1 HTS -9.0.
Screening CN(Cc1cn(-c2ccccc2)nc1-c1cc2ccccc2o1)C(=O)CCC(=O)O returned MEKK2 WT-MEK5 104.0, M18AAP inhibitor -9.2, SUMO HTRF inh 21.2, VIM-2 inh -0.4, HCV NS3 hel inh -11.8, FID counter -22.7, IMP-1 inhibitor -2.2, NALP1 yeast inh 16.8 and MEKK2mut PB1 HTS -2.0.
For C/C(N)=C(/C#N)C(=O)COC(=O)c1ccc(C#N)cc1 the results were MEKK2 WT-MEK5 94.0, M18AAP inhibitor 2.7, SUMO HTRF inh -3.0, VIM-2 inh -3.4, HCV NS3 hel inh 4.4, FID counter 5.6, IMP-1 inhibitor -1.6, NALP1 yeast inh 0.1 and MEKK2mut PB1 HTS -4.0.
Screening COc1ccccc1-c1cnn2c(NCc3ccccc3)cc(C)nc12 returned MEKK2 WT-MEK5 101.0, M18AAP inhibitor -7.4, SUMO HTRF inh 13.6, VIM-2 inh 0.5, HCV NS3 hel inh -26.4, FID counter -19.1, IMP-1 inhibitor -1.1, NALP1 yeast inh 30.4 and MEKK2mut PB1 HTS -1.0.
C=CCn1c(SCC(=O)NNC(=S)Nc2ccccc2)nnc1-c1ccccc1 was read as MEKK2 WT-MEK5 101.0, M18AAP inhibitor 10.6, SUMO HTRF inh -29.6, VIM-2 inh -1.5, HCV NS3 hel inh 22.9, FID counter -31.5, IMP-1 inhibitor -1.6 and MEKK2mut PB1 HTS 5.0.
Screening CCOc1ccc(N(CC(=O)N/N=C(\C)c2cccc(NC(C)=O)c2)S(=O)(=O)c2ccccc2)cc1 returned MEKK2 WT-MEK5 104.0, M18AAP inhibitor -1.5, SUMO HTRF inh 4.7, VIM-2 inh -2.4, HCV NS3 hel inh -10.2, FID counter -34.3, IMP-1 inhibitor -0.5, NALP1 yeast inh 5.2 and MEKK2mut PB1 HTS 5.0.
Screening O=C(CC1SC(N2CCOCC2)=NC1=O)Nc1cc([N+](=O)[O-])ccc1Cl (stereo not drawn) returned MEKK2 WT-MEK5 95.0, M18AAP inhibitor -10.3, SUMO HTRF inh 9.4, VIM-2 inh -0.5, HCV NS3 hel inh -2.2, FID counter -0.3, IMP-1 inhibitor -1.6, NALP1 yeast inh -17.0 and MEKK2mut PB1 HTS -1.0.
`CC(O)c1nc2ccccc2n1Cc1nnc(-c2ccc(Cl)cc2)o1` (stereo not drawn) gave MEKK2 WT-MEK5 101.0, M18AAP inhibitor 6.1, SUMO HTRF inh 15.4, VIM-2 inh -1.4, HCV NS3 hel inh -5.7, FID counter -17.6, IMP-1 inhibitor -1.7, NALP1 yeast inh 0.7 and MEKK2mut PB1 HTS -1.0.
For COc1ccc(N2CCN(C(=O)c3cccnc3)CC2)c([N+](=O)[O-])c1 the results were MEKK2 WT-MEK5 103.0, M18AAP inhibitor -0.4, SUMO HTRF inh 12.8, VIM-2 inh -1.6, HCV NS3 hel inh 3.2, FID counter -6.1, IMP-1 inhibitor -1.1, NALP1 yeast inh 9.2 and MEKK2mut PB1 HTS -4.0.
`Cc1ccc(NS(=O)(=O)c2ccc(C(=O)N3CCN(c4ncccn4)CC3)cc2)cc1` gave MEKK2 WT-MEK5 103.0, M18AAP inhibitor 5.4, SUMO HTRF inh 0.8, VIM-2 inh -2.4, HCV NS3 hel inh -8.1, FID counter -30.4, IMP-1 inhibitor -3.5, NALP1 yeast inh 12.0 and MEKK2mut PB1 HTS -2.0.
Screening CCOc1ccc(NC(=O)CCC(=O)NNC(=O)c2ccccc2Cl)cc1 returned MEKK2 WT-MEK5 103.0, M18AAP inhibitor 2.5, SUMO HTRF inh -15.6, VIM-2 inh -3.5, HCV NS3 hel inh 5.1, FID counter -13.8, IMP-1 inhibitor -3.8, NALP1 yeast inh 1.5 and MEKK2mut PB1 HTS 4.0.
Screening O=C(NCC1CCCO1)C(c1cccs1)N(Cc1cccs1)C(=O)c1ccc(-c2ccccc2)[nH]1 (stereo not drawn) returned MEKK2 WT-MEK5 101.0, M18AAP inhibitor -2.9, SUMO HTRF inh -11.2, VIM-2 inh -1.7, HCV NS3 hel inh -10.4, FID counter -30.8, IMP-1 inhibitor -1.3, NALP1 yeast inh 14.6 and MEKK2mut PB1 HTS -1.0.
For COc1ccc(C(=O)Nc2nc(-c3ccccc3)c(C(C)=O)s2)c(OC)c1 the results were MEKK2 WT-MEK5 97.0, M18AAP inhibitor -5.8, SUMO HTRF inh 2.0, VIM-2 inh -0.7, HCV NS3 hel inh -1.9, FID counter -7.2, IMP-1 inhibitor -1.2, NALP1 yeast inh 5.4 and MEKK2mut PB1 HTS -2.0.
For c1ccc(Cn2nnc3c(N4CCOCC4)ncnc32)cc1 the results were MEKK2 WT-MEK5 106.0, M18AAP inhibitor 1.4, SUMO HTRF inh 11.4, VIM-2 inh -5.3, HCV NS3 hel inh -3.5, FID counter -9.1, IMP-1 inhibitor -3.3, NALP1 yeast inh 34.2 and MEKK2mut PB1 HTS 4.0.
Cn1nc(C(=O)Nc2ccc(Cl)cc2)cc1C(=O)Nc1ccc(Cl)cc1 was read as MEKK2 WT-MEK5 101.0, M18AAP inhibitor 0.7, SUMO HTRF inh 21.5, VIM-2 inh -1.9, HCV NS3 hel inh -0.8, FID counter -5.5, IMP-1 inhibitor -4.7, NALP1 yeast inh 18.4 and MEKK2mut PB1 HTS 2.0.
Screening CCOC(=O)c1oc2cccc(O)c2c1CN(Cc1ccccc1)C(C)=O returned MEKK2 WT-MEK5 90.0, M18AAP inhibitor 3.1, SUMO HTRF inh 20.5, VIM-2 inh 2.7, HCV NS3 hel inh 4.8, FID counter -14.3, IMP-1 inhibitor 0.3, NALP1 yeast inh 5.3 and MEKK2mut PB1 HTS -4.0.
Screening Cc1oc(-c2ccc(Cl)cc2)nc1CS(=O)CC(=O)NCc1ccco1 (stereo not drawn) returned MEKK2 WT-MEK5 99.0, M18AAP inhibitor -2.9, SUMO HTRF inh 4.2, VIM-2 inh -1.9, HCV NS3 hel inh 5.8, FID counter -35.5, IMP-1 inhibitor -1.3, NALP1 yeast inh -4.9 and MEKK2mut PB1 HTS 3.0.
For CCOC(=O)C1=NN(c2cccc(C)c2)C2(S1)SC(C(C)=O)=C(C)N2c1ccccc1 (stereo not drawn) the results were MEKK2 WT-MEK5 93.0, M18AAP inhibitor 1.7, SUMO HTRF inh 1.2, VIM-2 inh 0.9, HCV NS3 hel inh -4.1, FID counter -11.4, IMP-1 inhibitor 3.8, NALP1 yeast inh 13.3 and MEKK2mut PB1 HTS -7.0.

Gathered by group, those above containing fluorine
`CCCCn1c(N)c(N(CC)C(=O)c2cccc(F)c2)c(=O)[nH]c1=O` gave MEKK2 WT-MEK5 104.0, M18AAP inhibitor -0.7, SUMO HTRF inh 3.9, VIM-2 inh 1.4, HCV NS3 hel inh 7.0, FID counter -8.4, IMP-1 inhibitor -0.3, NALP1 yeast inh 33.3 and MEKK2mut PB1 HTS -3.0.
Screening CCCCNC(=O)c1nn2c(C(F)(F)F)cc(-c3ccccc3)nc2c1Br returned MEKK2 WT-MEK5 100.0, M18AAP inhibitor -0.5, SUMO HTRF inh 3.9, VIM-2 inh 2.8, HCV NS3 hel inh -5.4, FID counter -22.3, IMP-1 inhibitor 0.8, NALP1 yeast inh 16.6 and MEKK2mut PB1 HTS 0.0.
